Assay outcomes deposited in PubChem BioAssay by Sanford-Burnham Center for Chemical Genomics.
TAG inh = inhibitors of triacylglycerol accumulation, primary screen, cell-based, uHTS, fluorescence, H9c2 | hit rate 0.66% among 230,000 | inhibition, % at 12.5 µM | H9c2 cells, Nile Red lipid (TAG) fluorescence; cells loaded with 200 µM oleic acid | AID 651582, 2012;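 active = pattern-corrected inhibition of lipid staining of at least 50% with the nuclear-stain viability signal not falling by more than 50%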;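 also: 0% = DMSO wells and 100% = triacsin C control wells; some results filed as inactive read as strong as hits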
TAG inh DAPI viability = further read-out of TAG inh, marked with its call; DAPI nuclei signal change (viability), lower = more cytotoxic, %;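 whole-well DAPI fluorescence read on a plate reader as a viability signal; minus 50 percent equals half of cells still viable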
* marks the source's active call; other numbers are inactive results; & = joins results of further samples. Only part of the results is shown. The share of hits here may be higher or lower than overall.

A first look:
| SMILES | TAG inh | TAG inh DAPI viability |
| --- | --- | --- |
| O=C(CN1CCN(c2ccc(F)cc2)CC1)N1CCOCC1 | 3 | 9 |
| S=c1[nH]nc(C2(c3ccccc3)CCCC2)o1 | -3 | 4 |
| CC12CCC(C(=O)CC1=O)C2(C)C (centres undefined) | 4 | -8 |
| COc1cc(-c2c(-c3ccc4c(c3)OCO4)noc2C)ccc1F | 11 | -2 |
| CC1NC(=O)c2cccnc2-n2c1nc1cc(F)ccc1c2=O (centres undefined) | 0 | -2 |

All compounds of this part, from the start:
| SMILES | TAG inh | TAG inh DAPI viability |
| --- | --- | --- |
| O=C(CN1CCN(c2ccc(F)cc2)CC1)N1CCOCC1 | 3 | 9 |
| S=c1[nH]nc(C2(c3ccccc3)CCCC2)o1 | -3 | 4 |
| CC12CCC(C(=O)CC1=O)C2(C)C (centres undefined) | 4 | -8 |
| COc1cc(-c2c(-c3ccc4c(c3)OCO4)noc2C)ccc1F | 11 | -2 |
| CC1NC(=O)c2cccnc2-n2c1nc1cc(F)ccc1c2=O (centres undefined) | 0 | -2 |
| Oc1ccccc1-c1nc2ccccc2nc1-c1ccccc1 | -14 | 5 |
| O=C(O)CCC(=O)Nc1ccc(S(=O)(=O)Nc2nccs2)cc1 | -1 | -4 |
| CCc1nn(-c2ccccc2)c(N)c1C#N | 9 | -8 |
| Cc1csc(=N)n1CC(=O)N1CCc2ccccc21 | -6 | -6 |
| Cc1ccc(NC(=O)C(C)N2C(=O)c3ccccc3C2=O)cc1 (centres undefined) | -6 | 12 |
| CC1(C(=O)Nc2cnc3ccccc3c2)CCN1C(=O)c1ccccc1CCc1ccccc1 (centres undefined) | -4 | 1 |
| CN(C)c1nc(OCc2ccccc2)c2ncc(=O)[nH]c2n1 | -1 | -1 |
| N#Cc1cn(CC(=O)N2CCc3ccccc3C2)c2ccccc12 | 4 | -6 |
| CC(/C=C/C=C/c1ccccc1)=N/NC(=O)c1ccc2c(c1)OCCO2 | -6 | 8 |
| O=C(Nc1ccccc1)Nc1ccccc1C(=O)NCC1CC1 | 8 | -9 |
| COc1ccc(CNC(=O)c2ccc3c(c2)NC(=O)C(C)S3)cc1 (centres undefined) | -22 | 9 |
| O=C(c1ccccc1)c1ccc(C(=O)O)c(C(=O)O)c1 | -5 | -4 |
| Cn1nnnc1SCC(=O)NCc1cccs1 | 3 | 11 |
| CCOC(=O)c1c(NC(=O)COC(=O)CCNS(=O)(=O)c2ccccc2)sc(C(=O)NC)c1C | 4 | 5 |
| CN(C(=O)COC(=O)C1CCN(S(=O)(=O)c2c(Cl)cccc2Cl)CC1)C1CCS(=O)(=O)C1 (centres undefined) | 10 | -9 |
| C=CCn1c(O)c(CN2CCN(Cc3ccccc3)CC2)c(C)c(C#N)c1=O | 9 | -7 |
| Cn1c(N2CCN(S(=O)(=O)c3ccc(Cl)cc3)CC2)nc2ccccc21 | -9 | 0 |
| O=C(C[C@@H]1C/C=C\C[C@H](NC(=O)OCC2c3ccccc3-c3ccccc32)C(=O)OC[C@H]2CCCN2C1=O)N[C@@H](CO)Cc1ccccc1 | -27 | 8 |
| COC(=O)CCCNC(=O)c1ccc2[nH]c(C)c(C)c2c1 | -4 | -2 |
| Oc1ccc(N=Cc2ccc(OCc3ccccc3)cc2)cc1 | -12 | -1 |
| CCCCn1nnc(NC(=O)c2ccc([N+](=O)[O-])cc2Cl)n1 | -4 | 8 |
| O=C(CSc1ccc([N+](=O)[O-])cn1)Nc1ccc2c(c1)OCCO2 | -8 | 10 |
| COC(=O)c1ccc(S(=O)(=O)NCc2ccc(S(N)(=O)=O)cc2)o1 | 2 | -3 |
| Cc1cc(=O)[nH]c(SCC(=O)Nc2nc(-c3ccccc3)c(-c3ccccc3)o2)n1 | 6 | -2 |
| O=C(NC1CCCC1)c1ccc2nc[nH]c2c1 | 4 | -4 |
| CCOc1cc(S(=O)(=O)Nc2ncn[nH]2)ccc1Br | 0 | -5 |
| COc1ccccc1N(C)S(=O)(=O)c1ccc(C(=O)N(C)Cc2ccc(OC(F)F)cc2)cc1 | -42 | -6 |
| Cc1c(C(C)NC(=O)Nc2ccc(F)cc2F)cnn1C (centres undefined) | 16 | -10 |
| CCN(CC)S(=O)(=O)c1cc(NC(=O)CCc2c(C)noc2C)ccc1C | -10 | 5 |
| CC(=O)Nc1c(C)cc(OCC(=O)O)cc1C | -8 | -2 |
| Cc1ccnc(NC(=O)CNC(=O)COc2ccccc2)c1 | -13 | -2 |
| COc1cccc(C(c2nnnn2C(C)(C)C)N2CCN(C3CCCCC3)CC2)c1OC (centres undefined) | 9 | 3 |
| CCOc1ccccc1OCC(=O)Nc1cc(S(=O)(=O)N2CCCCC2)ccc1N1CCN(CC)CC1 | 1 | -1 |
| COc1ccc(CN(C)C(=O)C2CSC3(C)CCC(=O)N23)c(OC)c1 (centres undefined) | 9 | -10 |
| CC(C)(C)OC(=O)C[C@H]1C/C=C\C[C@@H](CC(=O)N(CCO)Cc2ccccc2)C(=O)N[C@H](Cc2ccccc2)COC1=O | -4 | -3 |
| c1ccc(-c2nnc(-c3c[nH]c4ccccc34)nc2-c2ccccc2)cc1 | 35 | -2 |
| Cc1ccc(NC(=O)c2ccc(S(=O)(=O)N3CC(C)CC(C)C3)cc2)cc1S(=O)(=O)N1CCOCC1 (centres undefined) | 13 | 4 |
| CC(C)[N+]1(C)[C@@H]2CC[C@H]1CC(OC(=O)C(CO)c1ccccc1)C2 (some centres undefined) | -7&-20&0 | 13&-6&-3 |
| N#C/C(=C\c1ccc(N2CCCCC2)o1)C(N)=O | -21 | -8 |
| O=C(c1n[nH]c2ccccc12)N1CCN(S(=O)(=O)c2ccc3ccccc3c2)CC1 | 38 | -10 |
| CC(C)Oc1ccc(N2CC(C(=O)Nc3ccc(N4CCOCC4)cc3)CC2=O)cc1 (centres undefined) | 7 | 4 |
| COc1ccccc1C(=O)NC(CCSC)C(=O)NNC(=O)c1ccc(F)cc1 (centres undefined) | -10 | 7 |
| CCn1cc(CN2CCC(C(=O)Nc3cccc(-c4cccc(OC)c4)c3)CC2)c(C)n1 | 14 | -11 |
| O=C(CCNC(=O)c1ccc([N+](=O)[O-])cc1)NCc1cccs1 | -19 | 1 |
| CCCN(Cc1nc2cc(Cl)ccc2c(=O)[nH]1)C(=O)c1ccc(S(=O)(=O)N2CCCC2)cc1 | 2 | -1 |
| Cc1ccc(-c2nc(CN(C)C3CCOC3)c(C)o2)s1 (centres undefined) | -4 | 0 |
| O=C(c1ccncc1)c1ccc(N2CCN(C3CC(=O)N(Cc4ccccc4)C3=O)CC2)cc1 (centres undefined) | -10 | -4 |
| Cc1ccc(NC(=O)CN(C)C(=O)c2cccc(-n3cccc3)c2)cc1 | -7 | -3 |
| O=C(CN1C(=O)NC2(CCCCCCC2)C1=O)NC(=O)NCc1ccco1 | -4 | 3 |
| COC(CN1C(=O)C(O)=C(C(C)=O)C1c1ccccn1)OC (centres undefined) | 13 | -1 |
| Cc1ccc(CN2CCNC(=O)C2CC(=O)N(C)CCc2ccccc2)cc1 (centres undefined) | 13 | -21 |
| O=C(NCCNc1nccc(C(F)(F)F)n1)c1cccs1 | 0 | 1 |
| CCOC(=O)C(NC(C)=O)(NC(C)C)C(F)(F)F (centres undefined) | -6 | 12 |
| Cc1nc2n(c(=O)c1CCN1CCC(c3noc4cc(F)ccc34)CC1)CCCC2 | 2 | 5 |
| O=C(CSc1nc2sc3c(c2c(=O)[nH]1)CCCC3)NCCO | 1 | -4 |

Other entries
| SMILES | TAG inh | TAG inh DAPI viability |
| --- | --- | --- |
| Cc1ccc(NC(=O)N2CCN(C/C=C/c3ccccc3)CC2)cc1 | 7 | 10 |
| O=C(CSc1ccc(F)cc1)Nc1cccc(S(=O)(=O)N2CCOCC2)c1 | -15 | -5 |
| NC1=NC2(CCCCC2)N(c2ccc(F)cc2F)C(N)=N1 | -7 | -7 |
| Cc1cc(C)cc(N(CC(=O)NC(C)(C)C)C(=O)CCC(=O)Nc2nccs2)c1 | -9 | 4 |
| O=C1NC(=O)C([N+](=O)[O-])=C(O)C1=O | -16 | 3 |
| N#Cc1c(C(F)(F)F)cc(C2CC2)nc1N1CCCC1 | -1 | 9 |
| CCCc1cc(=O)[nH]c(SCC(=O)Nc2sc3c(c2C#N)CCC(C)C3)n1 (centres undefined) | 16 | 3 |
| Cc1ccc(S(=O)(=O)NC(=O)c2ccc(Br)o2)c(C)c1 | -9 | 1 |
| COc1ccccc1OCc1csc(N)n1 | -10 | -3 |
| COC(=O)Cc1[nH]nc2c1C(c1ccc(O)c(OC)c1)C(C#N)=C(N)O2 (centres undefined) | -4 | -6 |
| COc1ccc(S(=O)(=O)N2CCc3cc(OC)c(OC)cc3C2)cc1 | -12 | 6 |
| CCCCNC(=O)c1onc(CSc2cc(C)cc(C)c2)c1C(=O)O | -22 | 6 |
| COc1ccc(CNC(=O)COC(=O)/C=C/c2ccc(Cl)cc2)cc1 | 7 | -6 |
| O=C(NC1CCCC1)C(c1ccc(N2CCOCC2)cc1)N(Cc1ccccc1)C(=O)c1ccco1 (centres undefined) | 10 | -4 |
| O=C(COc1ccccc1)Nc1ncn[nH]1 | -6 | 8 |
| O=[N+]([O-])c1ccc(-c2ccc(S(=O)(=O)N3CCOCC3)cc2)cc1 | -2 | -5 |
| CCCCCOCC1CC(C/C(C)=N/NC(N)=O)(C(=O)OCC)C(=O)O1 (centres undefined) | -7 | -1 |
| Cc1cccc(-n2c(SCC(=O)NCc3ccco3)nc3ccccc3c2=O)c1 | -12 | 20 |
| Cc1ccc(CNC(=O)Cn2cnc3c(OCc4ccccc4)ncnc32)o1 | 3 | -1 |
| Cc1cc(C)c(C)c(S(=O)(=O)N2CCN(C(=O)c3ccccc3OCc3c(C)noc3C)CC2)c1C | 1 | -2 |

Carrying on:
mol	TAG inh	TAG inh DAPI viability
Cc1nnc2c3ccccc3ccn12	-3	-3
CC1CN(Cc2nc3c(c(=O)n(C)c(=O)n3C)n2CC(O)CO)CC(C)O1 (centres undefined)	4	-11
CN1N=C(C(F)(F)F)CC1=O	-2	-6
C=CCn1c(SCC(=O)N2CCCC2)nc2c([nH]c3ccccc32)c1=O	23	-4
CCOc1ccc(CNC(=O)CCc2cn(Cc3ccccc3)c3ccccc23)cc1	34	-3
COc1ccccc1Nc1nc(N)nc(CCl)n1	2	4
COc1ccc(Cl)c(-c2cc(C(=O)NC(C)C)[nH]n2)c1	3	-10
CCOC(=O)C1CCCN(S(=O)(=O)c2cc(OCC(N)=O)c(C)cc2Cl)C1 (centres undefined)	-5	-7
CC(C)(C)OC(=O)N[C@@H](Cc1ccccc1)c1nnc(SCC(N)=O)o1	-7	0
Cn1nnnc1SCc1nnc(-c2ccc(Cl)cc2)o1	-6	-1
O=C1CCCCCN1CSc1nc2ccccc2s1	-8	2
O=C(OCc1cnc(Cl)s1)c1cccs1	2	0
O=C(Nc1ccc(S(=O)(=O)N2CCOCC2)cc1)c1cc(-c2cc(Cl)ccc2O)n[nH]1	42	-19
COc1cc(CC(=O)OCC(=O)c2ccc[nH]2)cc(OC)c1OC	-15	-1
Cc1cc(C)c([C@@H]2C[C@H]3CN(C4CCCC4)C(=O)[C@]34CCCN24)c(-n2cccn2)c1	-3	1
CCN(CC(=O)N1CCC(C(N)=O)CC1)S(=O)(=O)c1cc(Cl)ccc1Cl	-2	3
CC(=O)c1cccc(NC(=O)C2Cc3c(-c4cccc(C(C)=O)c4)ccnc3O2)c1 (centres undefined)	14	2
Cn1c(C(=O)N2CCN(C(=O)c3ccco3)CC2)cc2c(=O)n(C)c3ccccc3c21	15	20
Cc1ccc(NC(=S)N(CCCN2CCCC(C)C2)Cc2ccco2)cc1C (centres undefined)	-4	17
CC1CCCN(C(=O)NC(=O)c2ccc(Cl)cc2)C1 (centres undefined)	11	5
COC(=O)CSc1ccc2nnc(CCNS(=O)(=O)c3ccc(C)cc3)n2n1	13	1
CC(=O)C1=C(c2ccccc2)NC(=S)NC1c1ccc(O)c(O)c1 (centres undefined)	-2	-3
Cc1ccc(Oc2ccc(OCC(=O)NC(CC(C)C)C(=O)O)cc2)cc1 (centres undefined)	6	1
Cc1ccc(-n2nnnc2SCC(=O)Nc2cccc(NC(=O)c3ccco3)c2)cc1C	49	5
COc1ccc(-n2c(C)cc(=O)c3c2CC(C)(C)CC3=O)cc1	-9	-3
COc1ccc(C(=O)C[n+]2ccccc2/C=N/O)cc1	-2	5
O=C1CC(SC(=S)C2CCCC2=O)C(=O)N1 (centres undefined)	2	1
CCOC(=O)C1CCCN(S(=O)(=O)c2ccc(C)cc2)C1 (centres undefined)	-14	-3
Cc1ccc(NC(=O)COC(=O)CN2CCCCCC2=O)c(C)c1	20	4
CCCc1nnc(NC(=O)Nc2ccc(OC)cc2)s1	3	-5
CNC(=O)c1ccccc1Sc1ccccc1C#N	-16	-3
CCCCn1c(SCC(=O)NC2CCS(=O)(=O)C2)nc2cc(S(N)(=O)=O)ccc21 (centres undefined)	-8	-4
O=C(Cc1cccc(NC(=O)C2CCCN(C(=O)C3CCCCC3)C2)c1)Nc1ccc(C(=O)N2CCOCC2)cc1 (centres undefined)	21	16
C/C(=N\NC(=O)c1sccc1-n1cccc1)c1cccs1	5	-9

Whole records as entered above.
`CNC(=O)c1ccccc1Sc1ccccc1C#N` is listed as TAG inh = -16; TAG inh DAPI viability = -3
`O=C(Cc1cccc(NC(=O)C2CCCN(C(=O)C3CCCCC3)C2)c1)Nc1ccc(C(=O)N2CCOCC2)cc1` (centres undefined) is listed as TAG inh = 21; TAG inh DAPI viability = 16
